tuberculosis growth – growth inhibition of non-replicating M. tuberculosis (AID 488890). Mycobacterium tuberculosis non-replicating, growth inhibition; higher % means a stronger effect. inhibition, % at 25 µM; hits with a dose series show IC50 in µM. 320,000 compounds, 0.39% hits; in the data active = a potency from the dose series; inconclusive = inhibition mostly from about 82% at the one dose, without a potency; inactive = the rest, 99 in 100 with inhibition below about 76%;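 note: plate controls were DMSO cells for no effect and high antibiotic wells for full effect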
H1N1 NS1A inhibition – H1N1 influenza NS1A inhibitors, functional cell based assay (AID 504329) | NS1A functional cell-based assay, percent inhibition; higher % means a stronger effect | inhibition, % at 12.5 µM, or IC50 in µM where a hit was titrated | 340,000 compounds, 0.3% hits; in the data active = a potency from the dose series; inconclusive = inhibition above about 27% without an active follow-up result; note: strong numbers were not always called active
VEEV TC-83 Vero – inhibitors of VEEV TC-83 cytopathic effect, confirmation, Vero cells (AID 588727); Vero cells, VEEV TC-83 cytopathic effect inhibition; higher % means a stronger effect; inhibition, % at 20 µM; hits with a dose series show IC50 in µM; 350,000 compounds, 0.13% hits; in the data active = a potency from the dose series; inconclusive = inhibition mostly from about 14% at the one dose, without a potency; inactive = the rest, 99 in 100 with inhibition below about 12%; note: strong numbers were not always called active
PhoP GFP inhibition – Inhibition of PhoP regulon, Salmonella typhi GFP reporter cells, confirmation, 4 h (AID 1850). Salmonella Typhi PhoP-promoter GFP reporter, fluorescence, 4 h; higher % means a stronger effect. inhibition, % at 50 µM, or IC50 in µM where a hit was titrated. 310,000 compounds, 0.33% hits; in the data active = a potency from the dose series; inconclusive = inhibition mostly from about 25% at the one dose, without a potency; inactive = the rest, 99 in 100 with inhibition below about 19%;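 note: 0% = induced wells with vehicle and 100% = uninduced wells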
M. tuberculosis HTS – M. tuberculosis growth inhibition, HTS (AID 449762) | M. tuberculosis H37Rv growth inhibition, 7H9 media; higher % means a stronger effect | inhibition, % at 25 µM, or IC50 in µM where a hit was titrated | 330,000 compounds, 0.59% hits; in the data active = a potency from the dose series; inconclusive = inhibition above about 70% without an active follow-up result;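 note: bacterial growth assessed after seven days of incubation; strong numbers were not always called active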
VEEV TC-83 Vero 10K pilot screen – also measured in VEEV TC-83 Vero; calls as there; inhibition, %; measured here: 10K pilot screen inhibition
Numbers without * were called inactive; i = inactive; u = inconclusive; x = not tested or not shown. Compounds were not picked by outcome; 1.6% or so of the library scored in one or more.

SMILES	tuberculosis growth	H1N1 NS1A inhibition	VEEV TC-83 Vero	PhoP GFP inhibition	M. tuberculosis HTS	others
CN(C)c1ccc2nc3c(=O)[nH]c(=O)nc-3n(CC(O)C(O)C(O)CO)c2c1 (stereo unspecified)	9%	18%	3.0%	-3%	20%
COc1ccc(C(=O)COC(=O)C2COc3ccccc3O2)cc1F (stereo unspecified)	18%	-3%	2.4%	x	-1%
O=C(NC1CCCC1)C1CCCN1S(=O)(=O)c1cccc2cccnc12 (stereo unspecified)	-5%	-3%	i	-12%	-6%
Nn1c(SCC(=O)Nc2ccc(F)cc2F)nnc1-c1cccnc1	-13%	1%	0.8%	2%	1%
CC/C(=N\NC(N)=O)c1c(O)[nH]c(=O)[nH]c1=O	-26%	2%	0.1%	-6%	-9%
N=C1c2ccccc2CN1NC(=O)c1ccc(Br)cc1	-1%	3%	1.0%	-4%	4%
CCCCCn1c(CN2CC(C)OC(C)C2)nc2c1c(=O)n(C)c(=O)n2C (stereo unspecified)	-22%	-1%	2.7%	-5%	-7%
O=S1(=O)CCN2C=C(Cl)C=C(Cl)C2=N1	2%	1%	i	5%	-8%
COc1ccc(C(=O)CN2C(=O)NC(C)(c3ccccc3)C2=O)cc1OC (stereo unspecified)	1%	-14%	7.7%	0%	-3%
CCn1cc(CNC(=O)c2c(-c3c(Cl)cccc3Cl)noc2C)c(C)n1	-10%	-2%	0.8%	-5%	-8%
Cn1c(=O)c(=O)n(C)c2cc(S(=O)(=O)NCCOc3ccccc3Cl)ccc21	-5%	0%	1.1%	10%	-1%
CC(=O)N1CCN(S(=O)(=O)c2ccc3c(c2)OCCO3)CC1	1%	-9%	1.6%	x	-5%
CCOc1ccc(C(=O)NCC(c2cccs2)N2CCOCC2)cc1 (stereo unspecified)	8%	-17%	1.6%	x	1%
CCCCNc1c(-c2ccc(SC3CCCCC3)cc2)nc2cnccn12	62%	9%	2.7%	x	u
O=C1CC(c2ccccc2)N1c1ccccc1 (stereo unspecified)	-4%	0%	0.6%	-14%	-5%	VEEV TC-83 Vero 10K pilot screen=1.2
C=CCOC(=O)Nc1snnc1C	-29%	-8%	0.9%	20%	-5%
CC1CCCN(C(=O)c2ccc(NC(=O)CC3SC(N4CCCC4)=NC3=O)cc2)C1 (stereo unspecified)	-2%	-3%	2.4%	13%	-7%
COc1ccc(OCC(=O)Nc2ccccc2C(=O)N2CCCC2)cc1	4%	-4%	0.8%	3%	0%
CCC(C)Cn1c(O)cc2nn(-c3nc4ccccc4s3)c(=O)c-2c1C (stereo unspecified)	-14%	7%	3.8%	3%	-2%
O=C(Cc1cccs1)N/N=C\c1ccc([N+](=O)[O-])s1	i	-7%	0.7%	35µM*	u
Cn1[nH]c(=O)c2ccccc2c1=O	-1%	-1%	0.6%	-10%	-2%
COc1ccc(N2CCN(C(=O)Cn3nnc(-c4cccs4)n3)CC2)cc1	12%	-4%	0.6%	-3%	-2%
Cc1nnc(SCC(=O)N(C)C2CCCCC2)s1	-4%	-1%	0.1%	16%	-5%
CN1CCC(=NNC(=O)C(=O)NC2CCCC2)CC1	36%	-3%	0.6%	-3%	-1%
C=CCn1c(SC)nnc1-c1cccc([N+](=O)[O-])c1	-11%	-5%	i	-24%	-4%

By substructure, those above containing an aryl methoxy group
SMILES	tuberculosis growth	H1N1 NS1A inhibition	VEEV TC-83 Vero	PhoP GFP inhibition	M. tuberculosis HTS	others
COc1ccc(C(=O)COC(=O)C2COc3ccccc3O2)cc1F (stereo unspecified)	18%	-3%	2.4%	x	-1%
COc1ccc(C(=O)CN2C(=O)NC(C)(c3ccccc3)C2=O)cc1OC (stereo unspecified)	1%	-14%	7.7%	0%	-3%
COc1ccc(OCC(=O)Nc2ccccc2C(=O)N2CCCC2)cc1	4%	-4%	0.8%	3%	0%
COc1ccc(N2CCN(C(=O)Cn3nnc(-c4cccs4)n3)CC2)cc1	12%	-4%	0.6%	-3%	-2%

Returning to the listing, starting four compounds before the break.
SMILES	tuberculosis growth	H1N1 NS1A inhibition	VEEV TC-83 Vero	PhoP GFP inhibition	M. tuberculosis HTS	others
COc1ccc(N2CCN(C(=O)Cn3nnc(-c4cccs4)n3)CC2)cc1	12%	-4%	0.6%	-3%	-2%
Cc1nnc(SCC(=O)N(C)C2CCCCC2)s1	-4%	-1%	0.1%	16%	-5%
CN1CCC(=NNC(=O)C(=O)NC2CCCC2)CC1	36%	-3%	0.6%	-3%	-1%
C=CCn1c(SC)nnc1-c1cccc([N+](=O)[O-])c1	-11%	-5%	i	-24%	-4%
CN(CCCNC(=O)CN1C(=O)CC(C)(C)S(=O)(=O)c2ccccc21)C1CCCCC1	-47%	-3%	0.1%	-8%	-2%
COc1ccc(/C(C)=N/N=C2/NC(=O)CC(C(=O)O)S2)cc1 (stereo unspecified)	-16%	11%	0.6%	-8%	-2%
O=c1[nH]c(CSc2nnc(Cc3ccccc3)o2)nc2ccccc12	63%	-3%	i	-12%	3%
O=C(NCc1ccc(N2CCCC2=O)cc1)c1cn(CCc2ccccc2)nn1	0%	0%	1.3%	-9%	-1%
O=C(NC1CCC(Oc2ccc(C(=O)O)cc2)CC1)NC12CC3CC(CC(C3)C1)C2 (stereo unspecified)	40%	-4%	0.0%	x	5%
CCc1ccc(C(=O)COC(=O)CNC(=O)C2CCCCC2)cc1	x	7%	i	x	x
CC(=O)Nc1c(NC(C)C)c2ccccc2oc1=O	-4%	1%	i	0%	9%
Cc1cccc(N(CC(=O)NC2CCCC2)C(=O)c2cc3cc4cccc(C)c4nc3s2)c1C	-3%	2%	1.2%	1%	16%
O=C(Nc1cc2nn(-c3ccccc3)nc2cc1Cl)c1ccco1	4%	-11%	1.4%	-3%	2%
COC(=O)Nc1nnc(Cc2ccc(OC)cc2)s1	43%	5%	3.3%	-7%	-10%
COc1cccc(CNc2ncn[nH]2)c1OCc1ccccc1F	9%	7%	0.1%	4%	-10%
COc1ccc(S(=O)(=O)N2CCN(CC(=O)Nc3sccc3C(N)=O)CC2)cc1OC	18%	2%	i	x	9%
COC(=O)c1ccc(NC2c3ncccc3C(=O)N2Cc2cccs2)cc1 (stereo unspecified)	14%	-3%	i	1%	4%
CC(C(=O)OCc1nnc(-c2ccccc2)o1)N1C(=O)c2ccccc2C1=O (stereo unspecified)	46%	-5%	1.1%	0%	-4%
COc1ccc(C(=O)c2cnc(/N=C/N(C)C)s2)cc1	4%	4%	i	-2%	3%
CCC(C(=O)NCCCN(CC)Cc1ccccc1)n1nc(C)c2sc3ccccc3c2c1=O (stereo unspecified)	50%	-4%	i	-3%	5%
COc1cccc(CNC(=O)CCC2CCCN(Cc3ccc4c(c3)CCO4)C2)c1 (stereo unspecified)	12%	17%	8.5%	-14%	-4%
CCCCNCc1cc(OCC)c(OCC(N)=O)cc1Br	-2%	1%	3.1%	-1%	1%
CCN(CC)c1ccc2cc(S(=O)(=O)c3ccc(C)cc3)c(=O)oc2c1	2%	-46%	2.2%	3%	-2%
CCOc1ccc(N(C)S(=O)(=O)c2ccc(C)c(C(=O)NCc3ccccc3OC)c2)cc1	38%	-7%	2.7%	x	2%
Cc1nc(N2CCc3ccccc3C2)[nH]c(=O)c1CCC(C)C	-8%	-16%	1.7%	0%	3%
CC(=O)c1ccc(NC(=O)C2C3C=CC(O3)C2C(=O)O)cc1 (stereo unspecified)	6%	4%	i	-13%	-1%
CC(C)c1ccc(COc2ccc(C(=O)N3CCOCC3)cc2)cc1	u	-6%	i	-4%	53%	VEEV TC-83 Vero 10K pilot screen=0.0
O=c1c2ccccc2c(/C=N/c2nnc(Cc3ccccc3)s2)c(O)n1-c1ccc(Cl)cn1	23%	6%	i	-7%	4%
CCN(CC)c1ccc(S(=O)(=O)Nc2cc(Cl)ccc2Cl)cc1NC(=S)NC(=O)C1CCCC1	40%	1%	i	-2%	7%

New compounds follow
SMILES	tuberculosis growth	H1N1 NS1A inhibition	VEEV TC-83 Vero	PhoP GFP inhibition	M. tuberculosis HTS	others
O=C(Nc1ccnn1C1CCN(CCCC2CCCC2)CC1)c1ccccc1Cl	26%	-10%	2.7%	-2%	4%
COc1cccc(CN2CCN(Cc3cc(OC)c(OC)cc3[N+](=O)[O-])CC2)c1	3%	0%	i	-10%	-6%
Nc1nc(SCC(=O)NCCOCCO)nc2sc3c(c12)CCCC3	-9%	-22%	1.5%	14%	2%
O=P1(c2ccccc2)Nc2ccccc2N1c1ccccc1 (stereo unspecified)	x	11%	i	x	x
OCCNc1nc(Nc2ccccc2)nc2ccccc12	13%	9%	8.6%	10µM*	-2%
COc1cccc(-c2nnc(NC(=O)c3ccccc3Br)o2)c1	x	-14%	0.4%	5%	u
COCCN(CC(=O)Nc1ccccc1)S(=O)(=O)c1ccc(S(=O)(=O)N2CCCC2)cc1	-4%	-12%	i	7%	2%
O=c1c2c3nc4ccccc4nc3n(-c3ccc4c(c3)OCCO4)c2ncn1C1CCCC1	-4%	0%	i	3%	1%
CC1CCC(C(C)C)C(OCC(O)C[N+]2(C)CCCCC2)C1 (stereo unspecified)	32%	0%	1.6%	0%	4%
Cc1[nH]c2ccccc2c1C(=O)CSc1n[nH]c(N)n1	-6%	4%	0.6%	-1%	2%
NS(=O)(=O)c1ccc(CNC(=O)/C=C/c2ccc(Cl)c(Cl)c2)cc1	27%	3%	0.6%	-2%	3%
Cc1ccc(C(=O)Nc2cccnc2)cc1S(=O)(=O)N1CCCCC1	2%	-2%	1.7%	-1%	-1%
CCNc1nc(Nc2ccc(C)c(Cl)c2)c2cnn(C)c2n1	19%	4%	7.2%	3%	43µM*
CCN(CC)c1ccc(C(=O)NNC(=O)c2ccc3c(=O)n4c(nc3c2)CCC4)cc1	43%	-22%	2.6%	x	u
CC(C)Oc1cccc(C(=O)C2CCCN(Cc3cnc(N4CCCC4)s3)C2)c1 (stereo unspecified)	6%	4%	3.2%	-2%	2%
COc1cccc(C(=O)Nc2cc(OC)ccc2NC(=O)c2ccco2)c1	-10%	-1%	11%	-2%	-3%
COc1ccc(NC(C)C(=O)N2CCN(Cc3ccccc3)CC2)cc1 (stereo unspecified)	-4%	-5%	1.4%	4%	3%
CN(C(=O)CN1C(=O)/C(=C/c2ccc(Cl)cc2)SC1=S)C1CCS(=O)(=O)C1 (stereo unspecified)	12%	1%	3.1%	4%	-3%
CC(C)C[C@H]1CN=C(N(C)C)N1CCCCc1ccccc1	41%	-4%	i	8%	-10%
O=C(Nc1ccc(Cl)c(Cl)c1)C1C2C=CC3(O2)C1C(=O)N(CCN1CCCCC1)C3C(=O)NC1CCCCC1 (stereo unspecified)	38%	1%	i	4%	10%
CC(=O)NC(Cc1c[nH]c2ccccc12)C(=O)N1CCN(S(=O)(=O)c2ccccc2)CC1 (stereo unspecified)	0%	-10%	i	x	-1%
Cc1[nH]c2ccc(C(=O)OC(C)C(=O)NCc3ccccc3)cc2c1C (stereo unspecified)	3%	-4%	8.0%	-6%	4%
Cc1ccc(S(=O)(=O)N2CCOCC2)c(C)c1-n1cnnn1	-2%	4%	0.6%	-5%	2%
Cn1nc(C(=O)OCC(=O)Nc2ccccc2[N+](=O)[O-])c2ccccc2c1=O	-29%	1%	2.0%	x	8%
CCOC(=O)c1ccc(NC(=O)CSc2nc(C)cc(=O)[nH]2)cc1	30%	12%	3.6%	1%	19%

Remaining list, next part:
SMILES	tuberculosis growth	H1N1 NS1A inhibition	VEEV TC-83 Vero	PhoP GFP inhibition	M. tuberculosis HTS	others
COc1ccc(-c2csc(NC(=O)CSc3nnc(Nc4ccccc4C)s3)n2)cc1	2%	-9%	0.1%	3%	28%
Cc1ccc(SCC(=O)OCC(=O)NCC2CCCCC2)cc1C	48%	-1%	i	-3%	2%
Cc1ccc(S(=O)(=O)N2CCN(S(C)(=O)=O)C2C)cc1 (stereo unspecified)	2%	-1%	0.6%	7%	-7%
Cc1nc(COc2ccc(C(=O)Nc3ccccc3N3CCOCC3)cc2)cs1	14%	8%	12%	-1%	0%
CC1=C([N+](=O)[O-])C(c2ccccc2C(F)(F)F)NC(=O)N1C (stereo unspecified)	11%	-1%	2.1%	-1%	1%
CN(C)C(=O)C[n+]1cccc(/C=N/O)c1	15%	0%	0.1%	-6%	7%
C#CCSc1[nH]c(=O)cc(C)c1C#N	-11%	x	i	0%	-3%
Cc1cc(NC(=O)Cn2c(C)nc3ccccc3c2=O)ccc1Br	3%	-5%	2.4%	5%	-13%
CCCCNC(=O)CSc1nc2n[nH]c(C)c2c(=N)n1-c1cccc(Cl)c1C	0%	30%	i	-2%	0%
Cc1ccccc1-n1ccnc1SCC(=O)NC1CCCC1	2%	6%	i	-8%	-5%

Bioassay records deposited in PubChem by Southern Research Specialized Biocontainment Screening Center.
